# Compound activity (PubChem BioAssay)
# Myeloid diff 2 = promotes myeloid progenitor differentiation | ER-HoxA9 myeloid progenitors, lysozyme-GFP differentiation, flow cytometry | calls only at 10 µM | 360,000 compounds, 1% hits;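 active means normalized GFP-positive differentiation at or above the plate's own cutoff, the solvent-only control mean plus 3 SD; inconclusive means no clear call, values can overlap the other calls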;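 further: cells exposed to compound for four days before flow analysis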
# RSV CPE inhibition = inhibition of RSV-induced cytopathic effect – HEp-2 cells, primary 10 µM value included (AID 2391). HEp-2 cells, RSV-induced CPE inhibition; higher % means a stronger effect. CPE inhibition, % at 10 µM, or IC50 in µM where a hit was titrated. 310,000 compounds, 0.13% hits; in the data active means a potency from the dose series; inconclusive means CPE inhibition mostly from about 23% at the one dose, without a potency; inactive means the rest, 99 in 100 with CPE inhibition below about 21%; further: strong numbers were not always called active
# Myeloid diff 2 GFP+ MAC1+ % = second read-out of Myeloid diff 2, no call of its own (marks repeat the call); GFP+ MAC1+ double positive, %; measured here: differentiation confirmed by MAC1 staining
# Numbers without * were called inactive; i = inactive; u = inconclusive; + = active, no number. An excerpt; the hit share may differ from the screen's.
SMILES,Myeloid diff 2,Myeloid diff 2 GFP+ MAC1+ %,RSV CPE inhibition
COC(=O)[C@@]12CCCN1[C@H](c1ccc(-c3ccc4c(c3)OCO4)c(OC)c1)[C@H]1C(=O)N(C)C(=O)[C@H]12,i,2.4,-1.8%
CCCOc1ccc(C(=O)Nc2cc(S(=O)(=O)N3CCOCC3)ccc2N2CCOCC2)cc1,i,0.4,1.5%
CCn1ncc(C(=O)Nc2ccc(F)cc2)c1C,i,0.3,2.0%
COc1ccc(CC(=O)N2CCN(S(=O)(=O)c3cc(Cl)ccc3Cl)CC2)cc1,i,1.0,1.2%
Cc1c(C(=O)N2CCN(S(=O)(=O)c3cc(F)ccc3F)CC2)oc2ccccc12,i,0.7,4.7%
Cc1c(C(=O)NC2CCCC2)oc2ccccc12,i,0.8,0.8%
Cc1ccc(NC(=O)Cc2n[nH]c(=O)c3ccccc23)cc1S(=O)(=O)N1CCCCCC1,i,0.9,2.2%
Cc1ccc(C(=O)C2C(c3ccc(-c4ccccc4[N+](=O)[O-])o3)NC(=O)NC2(O)C(F)(F)F)cc1 (stereo not given),i,0.5,3.4%
Cc1cc(C(=O)OCC(=O)NC2CC2)ccc1[N+](=O)[O-],i,0.2,3.3%
COc1ccccc1CNC(=O)COC(=O)CNS(=O)(=O)c1ccc(NC(C)=O)cc1,i,0.9,1.7%
CCn1c(SCC(=O)c2c(N)n(C3CC3)c(=O)[nH]c2=O)nnc1-c1ccccc1OC,i,0.7,2.3%
O=S(=O)(NCCCCNS(=O)(=O)c1c(F)cccc1F)c1ccc2c(c1)OCCO2,i,2.1,0.1%
N#Cc1ccc(OCC(=O)N(C2CCCCC2)C2CCS(=O)(=O)C2)cc1 (stereo not given),i,0.2,2.8%
COC(=O)[C@@H](CC(C)C)NS(=O)(=O)N(Cc1ccccc1)[C@@H](CC(C)C)C(=O)OC,i,1.9,-0.3%
CN(Cc1ccc(Br)s1)C(=O)CNC(=O)c1ccc2c(c1)OCO2,i,0.6,-0.8%
CC(=O)c1cccc(S(=O)(=O)N2CCN(CCOc3ccccc3)CC2)c1,i,0.8,1.7%
Cc1ccc(C(=O)CN2C(=O)NC3(CCOc4ccccc43)C2=O)s1 (stereo not given),i,0.3,0.8%
COCCCN1C(=O)c2ccc(C(=O)OCC(=O)NCc3cccc(OC)c3)cc2C1=O,i,0.4,2.4%
O=C(Nc1ccc(OC(F)(F)F)cc1)C1CCCN(C(=O)c2ccc(Cl)cc2)C1 (stereo not given),i,0.1,0.2%
CCCCN(C(=O)c1ccc(C)o1)c1c(N)n(CC(C)C)c(=O)[nH]c1=O,i,0.7,0.6%
Fc1ccc(OCCOCCN2CCCC2)cc1,i,0.2,-0.1%
O=C(O)/C(=C\c1ccc(C(F)(F)F)cc1)c1ccc(S(=O)(=O)N2CCCC2)s1,i,0.6,1.4%
Cc1ccc(NC(=O)COC(=O)CN2C(=O)NC3(CCCC3)C2=O)cc1F,i,1.5,3.2%
O=C(O)c1cccnc1C(=O)c1ccccc1,i,0.6,2.4%
CCOc1cc(C(=O)Nc2cc(F)ccc2C)ccc1OCC(=O)N1CCOCC1,i,0.4,1.8%

# Continuation.
SMILES,Myeloid diff 2,Myeloid diff 2 GFP+ MAC1+ %,RSV CPE inhibition
Cc1nn(-c2ccc(Cl)cc2)c(Cl)c1/C=N/NC(=O)c1ccc(NS(=O)(=O)c2cccs2)cc1,i,0.7,u
O=C(CSc1nc2ccccc2c(=O)n1-c1ccccc1)c1cccc([N+](=O)[O-])c1,i,0.4,7.6%
CC(C)CN1C(=O)C(=O)N(CC(=O)c2ccc3c(c2)CCCC3)C1=O,i,0.6,2.5%
Cc1cc(Cl)c(C)c(S(=O)(=O)Oc2ccccc2NC(=O)CCC(=O)O)c1Cl,i,0.8,2.4%
Cc1nc(SC(C)C(=O)NC2CCCC2)c2ccccc2n1 (stereo not given),i,1.6,2.5%
O=[N+]([O-])c1ccccc1Oc1ccc(S(=O)(=O)N2CCOCC2)cc1,i,0.9,3.7%
O=C1N(c2ccccc2C(F)(F)F)O[C@]1(c1ccccc1)C1CCCC1,i,2.2,3.3%
CSc1nc2ccc(NS(=O)(=O)c3ccc(CNC(C)=O)cc3)cc2s1,i,0.4,0.8%
COc1cccc(C2c3c(oc4ccccc4c3=O)C(=O)N2Cc2ccco2)c1 (stereo not given),i,0.1,0.4%
CCCCNC(=O)CSc1nnc(-c2cccc(S(=O)(=O)N3CCOCC3)c2)o1,i,1.1,1.9%
Cc1ccc(CSc2ccc(S(=O)(=O)N3CCCC3)cn2)cc1,i,0.3,3.6%
COc1cccc(NC(=O)CN(C)C(=O)CCSc2ccc(C)cc2)c1,i,0.3,1.4%
CN(Cc1ccc(OC(F)F)cc1)C(=O)C1CCN(S(=O)(=O)c2ccc3c(c2)OCCO3)CC1,i,0.1,1.5%
CCC(=O)N(c1nnc(SCC(=O)Nc2ccccc2Cl)s1)C1CC1,i,0.4,0.8%
CCCNC(=O)C(Cc1ccc(F)cc1)NC(=O)c1ccc(C#N)cc1 (stereo not given),i,1.5,-0.3%
CCCNC(=O)C(Cc1ccccc1F)NC(=O)c1ccc(C#N)cc1 (stereo not given),i,2.2,0.2%
Cc1c(NC(=O)C(C)OC(=O)c2c3c(nc4ccccc24)CCC(C)C3)c(=O)n(-c2ccccc2)n1C (stereo not given),i,0.6,2.6%
Cc1cc(C(=O)OCC(=O)NCCc2ccc(S(N)(=O)=O)cc2)c2ccccc2n1,i,0.3,0.4%
COc1cc(C(C)=O)ccc1Oc1ccc(S(=O)(=O)N2CCOCC2)cn1,i,1.1,0.7%
CCOc1ccc2oc(C(=O)OCC(=O)NC3CCCCC3)c(C)c2c1,i,0.6,0.6%
Cc1ccc(S(=O)(=O)N2CCCCC2)cc1NC(=O)c1ccc(Br)o1,i,0.1,1.9%
CCOC(=O)[C@@H](C)N(Cc1ccc(OC)cc1)S(=O)(=O)N(Cc1ccccc1)[C@H](C(=O)OC)C(C)C,i,1.3,0.2%
COCCN(C(=O)C1CC(=O)N(Cc2ccc(C)cc2)C1)c1c(N)n(CC(C)C)c(=O)[nH]c1=O (stereo not given),i,0.7,2.0%
Fc1ccc2cnc(-c3ccccc3)c(-c3ccc(C(F)(F)F)cc3)c2c1,i,0.9,0.5%
O=S(=O)(NCC1CCCO1)c1ccc(S(=O)(=O)N(Cc2ccc(F)cc2)C2CCCCC2)cc1 (stereo not given),i,9.6,-2.1%

# New compounds follow:
SMILES,Myeloid diff 2,Myeloid diff 2 GFP+ MAC1+ %,RSV CPE inhibition
CC1C(=O)C(C)C(c2ccc(Cl)cc2)NC1c1ccc(Cl)cc1 (stereo not given),i,0.1,-0.9%
COc1ccc(NC(=O)COc2ccc(N(C)S(=O)(=O)c3ccc(Cl)cc3)cc2)cc1,i,0.5,0.2%
CC1CN(C(=O)c2cc(F)c(F)cc2Cl)CC(C)O1 (stereo not given),i,5.8,1.2%
COc1cc(Oc2ccccc2)nc(N)n1,i,1.4,0.9%
CCCCN1CC[C@H]2C=CC[C@@H](C(=O)Nc3ccc(Cl)cc3Cl)[C@H]2C1=O,i,0.8,2.2%
O=C(COC(=O)c1ccc(O)cc1)c1ccc(S(=O)(=O)N2CCCCC2)cc1,i,2.5,5.0%
COc1ccc(CN(C)C(=O)c2cc(S(=O)(=O)NCc3ccccc3)ccc2C)c(OC)c1,i,0.4,2.4%
COc1cccc(NC(=O)CN(C)C(=O)c2ccc(NC3CC3)c([N+](=O)[O-])c2)c1,i,1.3,1.9%
O=C(CN1C(=O)NC2(CCCCCC2)C1=O)N1CCCCC1,i,0.3,0.4%
CSCCC(NC(=O)c1ccccc1Cl)C(=O)N1CCCCC1 (stereo not given),i,0.0,-0.2%
Cc1c(C(=O)NNC(=O)c2csc(N3CCOCC3)n2)cccc1[N+](=O)[O-],i,0.1,2.2%
CN1CCN(C2Cc3cc(F)ccc3Sc3ccc(Cl)cc32)CC1 (stereo not given),i,0.5,2.1%
C[C@@H](NC(=O)Cn1ccc(N)nc1=O)c1cccc2ccccc12,i,0.7,0.1%
CCc1ccccc1NC(=O)CN(C)C(=O)Cn1cnc2ccc(Cl)cc2c1=O,i,0.4,1.1%
Cc1onc(-c2ccccc2)c1C(=O)OCC(=O)Nc1ccc(OC(F)(F)F)cc1,i,0.2,2.8%
COc1cc(C(=O)OCC(=O)c2ccc(S(=O)(=O)N3CCCCC3)cc2)cc(OC)c1OC,i,0.3,1.5%
OC(CN1CCN(Cc2ccccc2)CC1)c1ccc(Br)cc1 (stereo not given),i,0.5,-1.6%
COc1cccc(-c2ncc3ccccc3c2COC(=O)N(C)C)c1,i,3.5,2.3%
COc1ccc(CC(=O)Nc2cc(S(=O)(=O)N3CCCC3)ccc2Cl)c(OC)c1,i,2.5,3.2%
O=C(NCc1ccccn1)c1ccc(Cl)c(S(=O)(=O)NCc2ccccc2)c1,i,0.2,1.4%
Cn1c(N)c(C(=O)CSc2nnc(C3CC3)n2-c2ccccc2)c(=O)n(C)c1=O,i,1.3,1.4%
CN(CC(=O)Nc1ccccc1C(F)(F)F)C(=O)CSc1nc(N)cc(N)n1,i,0.7,1.0%
CN1CCC(N(C)C(=O)c2cc(-c3ccccc3Cl)nc3ccccc23)CC1,+,0.7*,-1.1%
O=C(CNC(=O)c1cccs1)Nc1ccc(N2CCOCC2)cc1,i,0.6,2.0%
COc1ccc(S(=O)(=O)N2CCOCC2)cc1NC(=O)CN1C(=O)NC(C)(C2CC2)C1=O (stereo not given),i,0.8,0.9%

# New compounds follow:
SMILES,Myeloid diff 2,Myeloid diff 2 GFP+ MAC1+ %,RSV CPE inhibition
CN(C)C1=NC[C@H](Cc2ccccc2)N1CC1CCCCCC1,i,1.9,-0.6%
O=C(c1cc(-c2ccccc2)nc2ccccc12)N1CCN(C2CCS(=O)(=O)C2)CC1 (stereo not given),i,0.6,-0.3%
CC1(c2ccccc2Br)NC(=O)N(CC(=O)NC2CCCCC2)C1=O (stereo not given),i,0.1,1.4%
Cc1c(C(=O)Nc2ccc(S(=O)(=O)N(C)C3CCN(C)CC3)cc2)oc2ccccc12,i,1.1,25.7%
O=C(OCC(=O)N1CCCCC1)c1c[nH]c2ccccc12,i,0.7,1.7%
COc1ccc(NC(=O)c2cccc(S(=O)(=O)NCc3ccccc3)c2)cc1S(N)(=O)=O,i,0.4,0.7%
CN(CC(=O)Nc1cccc(F)c1)C(=O)CCN1C(=O)C2CC=CCC2C1=O (stereo not given),i,0.8,-0.4%
O=C(CCN1C(=O)C2CC=CCC2C1=O)Nc1nc(-c2ccc(F)c(F)c2)cs1 (stereo not given),i,0.4,3.1%
CNC(=O)COC(=O)C1CCN(S(=O)(=O)c2ccc3c(c2)OCCO3)CC1,i,0.4,0.3%
NC(=O)c1ccsc1NC(=O)COC(=O)c1ccc(Cl)cc1,i,1.1,1.9%
COc1ccccc1CN(C)C(=O)CSc1nnc(C2CC2)n1C1CC1,i,0.9,-0.9%
CC(C)CN(C(=O)CN1C(=O)NC2(CCc3ccccc32)C1=O)C1CCS(=O)(=O)C1 (stereo not given),i,1.7,0.1%
CCOC(=O)c1cnc(-n2nc(C)cc2C)nc1Nc1cccc(C(C)=O)c1,i,1.2,1.5%
Nc1nnc(SCC(=O)Nc2nnc(-c3ccccc3)o2)s1,i,0.6,0.4%
Cc1cc(C)c(C)c(S(=O)(=O)N2CCN(C(=O)CNC(=O)c3ccco3)CC2)c1C,i,1.0,-0.5%
Cc1ccc(OCCC(=O)Nc2ccc(C)c(S(=O)(=O)N3CCOCC3)c2)cc1,i,0.4,2.1%
CCN(CC(=O)Nc1ccc2c(c1)OCCO2)C(=O)c1cc(Cl)nc2ccccc12,i,0.7,-0.4%
COc1ccc(OC)c(C2/C(=C(/O)c3cnn(-c4ccccc4)c3C)C(=O)C(=O)N2CCN(C)C)c1 (stereo not given),i,0.9,0.3%
COC(C[C@H](O)CC(=O)[C@@H](C)OCc1ccccc1)OC,i,0.5,0.2%
Cc1ccccc1C(=O)N1CCC(C(=O)N2CCN(c3ncccn3)CC2)CC1,i,1.9,0.8%
COc1cccc(CNC(=O)C2CCCN(C(=O)c3ccc(Cl)cc3)C2)c1 (stereo not given),i,0.7,0.1%
Cc1ccc(NC(=O)CNc2ccccc2N2CCCC2=O)cc1S(=O)(=O)N1CCCCC1,i,0.7,4.1%

# Rewritten with bars between the fields: twelve of the compounds above.
compound | Myeloid diff 2 | Myeloid diff 2 GFP+ MAC1+ % | RSV CPE inhibition
CN(C)C1=NC[C@H](Cc2ccccc2)N1CC1CCCCCC1 | i | 1.9 | -0.6%
O=C(c1cc(-c2ccccc2)nc2ccccc12)N1CCN(C2CCS(=O)(=O)C2)CC1 (stereo not given) | i | 0.6 | -0.3%
CC1(c2ccccc2Br)NC(=O)N(CC(=O)NC2CCCCC2)C1=O (stereo not given) | i | 0.1 | 1.4%
Cc1c(C(=O)Nc2ccc(S(=O)(=O)N(C)C3CCN(C)CC3)cc2)oc2ccccc12 | i | 1.1 | 25.7%
O=C(OCC(=O)N1CCCCC1)c1c[nH]c2ccccc12 | i | 0.7 | 1.7%
COc1ccc(NC(=O)c2cccc(S(=O)(=O)NCc3ccccc3)c2)cc1S(N)(=O)=O | i | 0.4 | 0.7%
CN(CC(=O)Nc1cccc(F)c1)C(=O)CCN1C(=O)C2CC=CCC2C1=O (stereo not given) | i | 0.8 | -0.4%
O=C(CCN1C(=O)C2CC=CCC2C1=O)Nc1nc(-c2ccc(F)c(F)c2)cs1 (stereo not given) | i | 0.4 | 3.1%
CNC(=O)COC(=O)C1CCN(S(=O)(=O)c2ccc3c(c2)OCCO3)CC1 | i | 0.4 | 0.3%
NC(=O)c1ccsc1NC(=O)COC(=O)c1ccc(Cl)cc1 | i | 1.1 | 1.9%
COc1ccccc1CN(C)C(=O)CSc1nnc(C2CC2)n1C1CC1 | i | 0.9 | -0.9%
CC(C)CN(C(=O)CN1C(=O)NC2(CCc3ccccc32)C1=O)C1CCS(=O)(=O)C1 (stereo not given) | i | 1.7 | 0.1%
